Polio RdRp inh – inhibitors of poliovirus RNA polymerase binding and polymerization. poliovirus polymerase elongation, fluorescence polarization; stronger effect = lower value. % elongation, % (compound at 16.7 µg/mL). 150,000 compounds, 0.66% hits. AID 588519; in the data active = % elongation below about 90%; note: some results filed as inactive read as strong as hits
Target sequence (P03300 1749-2209 limits assumed): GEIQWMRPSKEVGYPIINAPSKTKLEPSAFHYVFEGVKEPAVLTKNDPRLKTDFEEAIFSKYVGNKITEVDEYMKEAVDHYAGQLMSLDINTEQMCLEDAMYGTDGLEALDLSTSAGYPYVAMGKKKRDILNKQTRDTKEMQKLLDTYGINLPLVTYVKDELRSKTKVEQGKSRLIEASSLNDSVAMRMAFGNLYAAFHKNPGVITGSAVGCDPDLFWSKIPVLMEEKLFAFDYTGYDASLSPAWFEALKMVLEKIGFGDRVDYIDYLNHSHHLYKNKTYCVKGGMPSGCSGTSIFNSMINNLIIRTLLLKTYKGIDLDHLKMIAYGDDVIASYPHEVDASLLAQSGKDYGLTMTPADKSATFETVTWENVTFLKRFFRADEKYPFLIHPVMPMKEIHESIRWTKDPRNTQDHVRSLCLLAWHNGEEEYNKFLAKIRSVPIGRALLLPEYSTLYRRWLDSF
Polio RdRp inh FP z-score – also measured in Polio RdRp inh; calls as there; z-score; measured here: FP z-score; hits read low
* marks the source's active call; other numbers are inactive results.

SMILES	Polio RdRp inh	Polio RdRp inh FP z-score
CC(C)(C)C(=O)NCCc1cn2ccccc2n1	104.0	0.6
CC(C)c1ccc(NC(=O)c2cc(S(=O)(=O)NC3CCCCC3)ccc2F)cc1	111.0	0.6
COc1ccc(-c2noc(CSc3nnc(-c4ccncc4)n3-c3ccc(C)cc3)n2)cc1	105.0	-0.3
COc1cc2c(c(OC)c1OC)C(=O)/C(=C/N(C)C)C2	101.0	-0.4
CCOC(=O)C1CSC(CC(=O)Nc2ccc(OCC)cc2)C(=O)N1 (configuration not stated)	104.0	0.6
CN(C)N=Nc1cccc(/C=C/C(=O)O)c1	100.0	0.2
CC(NC(=O)CCCn1c(=O)c2cccn2c2cccnc21)c1ccccc1 (configuration not stated)	104.0	-0.5
Cc1cc2c(cc1S(=O)(=O)Nc1cc(C(F)(F)F)cc(C(F)(F)F)c1)OCC(=O)N2	103.0	0.1
Cc1sc(NC(=O)c2cccs2)c(C(N)=O)c1C	98.0	-1.3
CCCCN1CCc2c(c3ccccc3n2Cc2ccccc2)C1	101.0	-0.1
NC(=O)N/N=C/c1ccc(-c2cccc(C(F)(F)F)c2)o1	102.0	0.5
CCCN1C(=O)c2[nH]nc(-c3ccc(F)cc3)c2C1c1ccccn1 (configuration not stated)	111.0	0.7
Cc1ccc(Cn2ncc3ccccc32)cc1	101.0	-0.3
COC(CNC(=O)Cn1nc(Cc2ccncc2)c2ccccc2c1=O)OC	103.0	0.4
Cn1c(N)c(C(=O)NC2CCCCC2)c2nc3ccccc3nc21	93.0	-4.6
Cn1c(=O)cc(SCC(=O)N2CCN(c3ccccc3F)CC2)c2ccccc21	108.0	0.6
Cc1ccc(CN(C(=O)NC2CCCC2)C2CCN(Cc3ccccc3)CC2)o1	102.0	0.4
COc1ccc(C(=O)Nc2nc3c(s2)Cc2c(Br)ccc(OC)c2-3)cc1OC	104.0	-0.5
c1ccc(-c2cc(NCc3ccco3)n3c(n2)nc2ccccc23)cc1	102.0	0.2
COc1ccc(-n2c(SCC(=O)Nc3cccc(C)c3C)nc3c([nH]c4ccccc43)c2=O)cc1	101.0	-1.4
CC1CCc2sc(C(=O)O)cc2C1 (configuration not stated)	103.0	0.7
CC(C)NC(=O)C1CCN(Cc2ccccc2Cl)CC1	102.0	0
COc1ccc(-n2ccnc(NCCc3ccc(S(N)(=O)=O)cc3)c2=O)cc1	105.0	-0.3
Cc1cccc(NC(=O)c2oc3ccccc3c2NC(=O)c2cc(=O)c3cc(Cl)ccc3o2)c1	105.0	-0.4
Cc1ccc(S(=O)(=O)c2c(O)c3ccc(C(=O)NCc4ccccc4Cl)cc3[nH]c2=O)cc1	105.0	0.4
SMILES	Polio RdRp inh	Polio RdRp inh FP z-score
CCCC1CCCCCC1NC(C)=O (configuration not stated)	101.0	-0.2
COc1ccc(C(O)P(=O)(OC2CCCCC2)c2ccc(N(C)C)cc2)cc1OC (configuration not stated)	103.0	0.2
Nc1c(Cl)cc(Cl)cc1C(=O)OCC(=O)N1CCCCC1	101.0	-0.3
CCOC(=O)C1CCCN(C(=O)c2cc(-c3ccc(OC)c(OC)c3)no2)C1 (configuration not stated)	102.0	-0.1
CC(SCC(=O)Nc1nc(-c2ccccc2)cs1)C(=O)O (configuration not stated)	103.0	0
O=S(=O)(Nc1cccc(-c2ccc(N3CCOCC3)nn2)c1)c1cc(C(F)(F)F)ccc1Cl	105.0	0.4
Cc1cc(=O)n2c(C)csc2c1C#N	106.0	0.5
COC(=O)c1c(N)n(-c2ccc(N3CCOCC3)cc2)c2nc3ccccc3nc12	98.0	-0.7
COc1ccccc1OCCCn1cc(C#N)c2ccccc21	100.0	-0.3
COc1ccccc1C1N=C(c2ccc3c(c2)OCO3)CC(c2ccccc2O)N1 (configuration not stated)	100.0	0.1
COc1ccccc1C(=O)Nc1ccc(O)cc1	92.0	-0.9
COc1cccc(-c2nc(CS(=O)(=O)CC(=O)Nc3cc(F)ccc3F)c(C)o2)c1	106.0	0
O=C1CC(=O)N(Cc2cccs2)C(=O)N1	102.0	0.1
COc1ccc(N(C(C)C(=O)NC2CC2)S(=O)(=O)c2cccc(C)c2)cc1 (configuration not stated)	101.0	0
O=c1c2cc(NC(=S)NCc3ccc4c(c3)OCO4)ccc2nc2n1CCCCC2	100.0	-0.3
COc1ccc(NC(=O)CN2C(=O)C(C)(C)c3ccccc32)cc1Cl	108.0	0.1
O=C(O)c1ccc(CN2CCCC2=O)cc1	101.0	-0.1
Cc1cc(C)c(C)c(C(=O)COC(=O)c2ccc(-n3c(C)ccc3C)cc2)c1C	104.0	0
Cc1ccc(C(=O)n2nc(C)c(S(=O)(=O)N3CCOCC3)c2C)cc1	107.0	0.1
CCN(CC)c1ccc(C2Nc3ccccc3-c3cc(C)nn32)c(O)c1 (configuration not stated)	100.0	0
CCOc1ccc(S(=O)(=O)N2CCCCC2C)c2ccccc12 (configuration not stated)	102.0	0.1
O=C(CC(C(=O)O)c1c[nH]c2ccccc12)c1ccccc1 (configuration not stated)	102.0	0.7
c1ccc(-c2nc3sccn3c2COc2ncnc3ccccc23)cc1	106.0	0.5
Cc1cc(C)cc(NC(=O)CN2C(=O)COc3ccc(S(=O)(=O)Nc4ccccc4)cc32)c1	112.0	1.1
CCC1CCCCN1CCCNC(=O)c1ccc(Sc2ccc(C)cc2)c(NC(C)=O)c1 (configuration not stated)	101.0	-0.3

Grouped by structure, the compounds so far with fluorine (seven)
SMILES	Polio RdRp inh	Polio RdRp inh FP z-score
CC(C)c1ccc(NC(=O)c2cc(S(=O)(=O)NC3CCCCC3)ccc2F)cc1	111.0	0.6
Cc1cc2c(cc1S(=O)(=O)Nc1cc(C(F)(F)F)cc(C(F)(F)F)c1)OCC(=O)N2	103.0	0.1
NC(=O)N/N=C/c1ccc(-c2cccc(C(F)(F)F)c2)o1	102.0	0.5
CCCN1C(=O)c2[nH]nc(-c3ccc(F)cc3)c2C1c1ccccn1 (configuration not stated)	111.0	0.7
Cn1c(=O)cc(SCC(=O)N2CCN(c3ccccc3F)CC2)c2ccccc21	108.0	0.6
O=S(=O)(Nc1cccc(-c2ccc(N3CCOCC3)nn2)c1)c1cc(C(F)(F)F)ccc1Cl	105.0	0.4
COc1cccc(-c2nc(CS(=O)(=O)CC(=O)Nc3cc(F)ccc3F)c(C)o2)c1	106.0	0

Going on with the list:
SMILES	Polio RdRp inh	Polio RdRp inh FP z-score
O=S(=O)(c1ccccc1)n1nc(-c2ccco2)nc1NCc1ccccc1	110.0	0.8
O=C1NC2=C(C(=O)OC2)C(c2cccs2)N1 (configuration not stated)	102.0	0.6
Cc1nn(C)c2c1c(-c1ccccc1)cc(=O)n2CC(=O)NC(C)c1ccccc1 (configuration not stated)	104.0	-0.4
CCOC(=O)c1ccc(NC(=O)CC2Nc3cccc4cccc(c34)NC2=O)cc1 (configuration not stated)	97.0	-0.7
CCCCSc1ncnc2c1sc1nc(N3CCOCC3)c3c(c12)CCCC3	104.0	0.1
Fc1ccc(NC2=NCCCCC2)c(F)c1F	100.0	0
CCOC(=O)c1sc(N(Cc2nc(-c3cccc(Cl)c3)oc2C)C(C)=O)c(C#N)c1C	101.0	-0.1
Cc1ccc(NS(=O)(=O)c2ccc3c(c2)NC(=O)CCS3)cc1C	109.0	0.1
CC1CCC/C(=C(/C#N)c2nc(-c3ccccc3O)cs2)C1 (configuration not stated)	100.0	-0.1
CCOc1cc(C(=O)N2CC(=O)Nc3ccc(C)cc3C2c2ccccc2)cc(OCC)c1OCC (configuration not stated)	107.0	0.5
CC(=O)Nc1ccc(C2C3=C(Nc4c2c(=O)[nH]c(=O)n4Cc2ccccc2)c2ccccc2C3=O)cc1 (configuration not stated)	98.0	-0.9
O=C(OC1CCOC1=O)C1CCN(C(=O)Nc2ccccc2)CC1 (configuration not stated)	104.0	0.2
COc1cccc(C2C3=C(CC(C)(C)CC3=O)Nc3[nH]c(=O)[nH]c(=O)c32)c1 (configuration not stated)	103.0	0.3
COc1ccc(OC)c(CCNC(=O)C(C)n2nc(C)c3c(C)n(-c4ccc(C)cc4)nc3c2=O)c1 (configuration not stated)	113.0	1
Clc1nc(Nc2ccccc2)sc1/C=N/n1cnnc1	46.0	-6.9
COc1ccc(CCn2c(=O)c3ccccc3n(CC(=O)N(C)c3ccccc3)c2=O)cc1OC	102.0	0.1
COc1ccccc1NCC(=O)n1nc(-c2ccccc2)cc1-c1ccccc1	105.0	0.2
CC(=O)c1cccc(NC(=O)c2cc(-c3ccc(Cl)s3)nc3ccccc23)c1	107.0	0.2
CC(C)n1[nH]c(=O)c2c1NC(=O)CSC2c1ccc(Br)cc1 (configuration not stated)	106.0	1.1
CC(=O)c1ccc(NC(=O)c2ccc(-n3cnnc3)cc2)cc1	104.0	-0.9
Cn1cc(S(=O)(=O)N2CCOCC2)cc1C(=O)Nc1cccc(C#N)c1	107.0	0.1
CCc1nc2ccc(C(=O)N3CCCCCC3)cc2nc1CC	102.0	-0.1
O=C(C1CCN(c2ncnc3c2nc2n3CCCCC2)CC1)N1CCN(c2ccc(Cl)cc2)CC1	104.0	-0.5
CCCCNS(=O)(=O)c1ccc2nc(NC(=O)c3cccnc3)sc2c1	110.0	0.5
CCC(=O)N1c2ccc(S(=O)(=O)N3CCN(c4ccccc4Cl)CC3)cc2CC1C (configuration not stated)	109.0	-0.1
SMILES	Polio RdRp inh	Polio RdRp inh FP z-score
Cc1cc(Oc2ccccc2)nc2ccc(O)cc12	104.0	0.8
Cc1cccc(N2CCN(c3nc4ccccc4c(=O)n3-c3ccc(Cl)cc3)CC2)c1C	105.0	0.2
O=C(NCc1cccs1)c1ccc2c(c1)N(Cc1cccc(F)c1)C(=O)c1ccccc1S2	108.0	0.4
CC(=O)N1CCN(c2nc(N3CCCCC3)nc(N3CCCCC3)n2)CC1	103.0	0.6
Cc1nc2sccn2c1-c1nc(-c2ccccc2)cs1	98.0	-0.8
COc1ccc(N2CCN(C(=O)CSc3ccc(S(=O)(=O)N(C)C)cn3)CC2)cc1	102.0	0.1
Cc1ccc2c(c1)N(CC(=O)NC1CCCC(C)C1C)C(=O)c1cccnc1O2 (configuration not stated)	103.0	0.1
O=C(NCc1cccnc1)N(c1ccccc1)c1ccccc1	103.0	0.2
CSc1ccc(CCNC(=O)C2=C(C)C(=O)OC23CCCCC3)cc1	106.0	0.2
Cc1ccccc1NS(=O)(=O)c1ccc2c(c1)c(=O)n(C)c(=O)n2C	103.0	0.2
Cc1cc(N2CCN(c3ccccc3)CC2)n2nc(-c3ccccc3)cc2n1	101.0	-0.5
COc1ccc(CNCCC(c2ccc(C)cc2)c2ccco2)cc1 (configuration not stated)	108.0	0.9
CC1=CC(C)C(C2OCC(C)CO2)C(C)C1 (configuration not stated)	108.0	0.5
COc1ccc(C2OC(=O)CC2C(=O)NC2CCCC2)cc1OC (configuration not stated)	100.0	-0.7
CN(c1ccc(F)cc1)S(=O)(=O)N1CCCC(C(=O)NCCc2ccccc2)C1 (configuration not stated)	102.0	-0.9
Cn1nc(-c2ccccc2F)c2cc(C(=O)NCCCN3CCN(c4ccc(F)cc4)CC3)sc21	99.0	-0.9
Fc1cccc(Cl)c1CNc1n[nH]c(-c2ccco2)n1	105.0	-0.4
CCCNC(=O)c1nnc(Cc2ccc(OC)c(OC)c2)o1	106.0	1.3
CCOc1ccc2nc(NCCCNC(=O)c3cc(OC)c(OC)c(OC)c3)c(C#N)cc2c1	104.0	0.5
COc1cccc(C(=O)Nc2ccc(S(=O)(=O)N(Cc3ccccc3)c3ccccc3)cc2)c1	105.0	-0.1
CCc1ccc(NC(=O)c2cc(S(=O)(=O)N3CCCCCC3)ccc2F)cc1	110.0	0.5
Cn1ccc2c(OCC(=O)Nc3cc(C(F)(F)F)ccc3Cl)cccc2c1=O	108.0	0.2
CCn1c2ccccc2c2cc(NC(=O)COC)ccc21	102.0	0.2
COc1cccc(C(=O)NN2C(=S)N(c3ccccc3)C(=O)C2CC(N)=O)c1 (configuration not stated)	107.0	0.6
CC(C)CCNC(=O)C1CCCN(S(C)(=O)=O)C1 (configuration not stated)	103.0	0.4

Full records as entered above.
Cc1ccc(S(=O)(=O)c2c(O)c3ccc(C(=O)NCc4ccccc4Cl)cc3[nH]c2=O)cc1 across the screens: Polio RdRp inh: 105.0; Polio RdRp inh FP z-score: 0.4
COc1cccc(-c2nc(CS(=O)(=O)CC(=O)Nc3cc(F)ccc3F)c(C)o2)c1 across the screens: Polio RdRp inh: 106.0; Polio RdRp inh FP z-score: 0

The list continues:
SMILES	Polio RdRp inh	Polio RdRp inh FP z-score
NC(=O)C1CCCN(C(=O)CNC(=O)C23CC4CC(CC(C4)C2)C3)C1 (configuration not stated)	106.0	0.4
Cc1noc(C)c1CSc1ccccc1C(=O)N1CCN(c2ccccc2)CC1	104.0	0
COc1cccc2c1cc1c(=O)n(CC(=O)NC3CCCCC3)nc(C)n12	108.0	0.5
C/C(=N\NC(=O)C1CCCCC1)c1cccs1	100.0	0.1
CCc1ccc(NC(=O)C(C)n2nnc3sc(-c4ccccc4)cc3c2=O)cc1 (configuration not stated)	79.0*	-4.6*
Cc1cc(C(=O)N2CCCCCC2)cs1	101.0	0.3
CN1/C(=C\C(=O)CSc2nnc(-c3ccccc3)o2)C(C)(C)c2ccccc21	100.0	-0.4
Cn1cccc1C(=O)OCC(=O)c1cc2ccccc2o1	129.0	4.8
Cn1nnnc1SCCCNCc1cccc(OCc2ccc(F)cc2)c1	100.0	-1.4
COc1ccc(C2C(C#N)=C(N)OC3=C2C(=O)CCC3)cc1 (configuration not stated)	102.0	0
CC1CN(C(=O)COC(=O)c2n[nH]c3ccccc23)CC(C)O1 (configuration not stated)	103.0	0.2
COCCNC(=O)C1CCN(S(=O)(=O)c2ccc3c(c2)CCCN3C(C)=O)CC1	109.0	0.3
CNCc1ccc2ccccc2c1	103.0	0
O=S(=O)(c1ccc(F)c(Cl)c1)N1CCN(Cc2ccc3c(c2)OCO3)CC1	102.0	0.7
Cc1cc(C)nc(NCC(C)c2ccccc2)n1 (configuration not stated)	103.0	0.3
CN(C)C(CNC(=O)c1ccc(Br)cc1)c1ccco1 (configuration not stated)	101.0	-0.4

Taken from above (4 entries):
SMILES	Polio RdRp inh	Polio RdRp inh FP z-score
CN1/C(=C\C(=O)CSc2nnc(-c3ccccc3)o2)C(C)(C)c2ccccc21	100.0	-0.4
Cn1cccc1C(=O)OCC(=O)c1cc2ccccc2o1	129.0	4.8
Cn1nnnc1SCCCNCc1cccc(OCc2ccc(F)cc2)c1	100.0	-1.4
COc1ccc(C2C(C#N)=C(N)OC3=C2C(=O)CCC3)cc1 (configuration not stated)	102.0	0

Bioassay records from PubChem BioAssay.

An excerpt. The share of hits here may be higher or lower than overall.
